# PPARg SRC-3 ag: PPARgamma-driven SRC-3 recruitment agonism | P37231 | actives 0.26% (n = 200,000) | biochemical PPARgamma/SRC-3 coactivator recruitment assay | activation, % at 8 µM; in the data active = activation above about 23%;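 also: 0% = DMSO and 100% = reference agonist; some compounds past the cut are filed as inactive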
# Target sequence (P37231 whole entry, looked up): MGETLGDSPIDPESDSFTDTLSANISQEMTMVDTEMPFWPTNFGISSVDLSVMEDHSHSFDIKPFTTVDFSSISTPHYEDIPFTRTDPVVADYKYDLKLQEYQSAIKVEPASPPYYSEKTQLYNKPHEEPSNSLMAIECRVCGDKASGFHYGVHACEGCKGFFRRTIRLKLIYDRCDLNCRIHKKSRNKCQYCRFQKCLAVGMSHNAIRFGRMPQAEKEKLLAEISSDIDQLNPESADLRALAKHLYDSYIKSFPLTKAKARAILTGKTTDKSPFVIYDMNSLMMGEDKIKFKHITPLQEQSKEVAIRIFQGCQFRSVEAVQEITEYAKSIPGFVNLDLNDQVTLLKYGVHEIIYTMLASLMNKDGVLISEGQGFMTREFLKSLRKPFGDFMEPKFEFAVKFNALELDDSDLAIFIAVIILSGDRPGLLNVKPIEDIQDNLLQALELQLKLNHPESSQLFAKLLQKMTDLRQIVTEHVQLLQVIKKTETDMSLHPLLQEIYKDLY
# ROMK mod: modulators of human ROMK potassium channel; P48048; Tet-inducible ROMK, thallium flux fluorescence; actives lie on both sides; B-score at 10 µM; actives 2% (n = 130,000);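 active = signal ratio slope over the read window, or its plate-corrected B-score, at least 3 SD from the plate mean, either direction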;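 also: B-score of the F/F0 ratio slope over 7 to 12 s after thallium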
# Target sequence (P48048 whole entry, looked up): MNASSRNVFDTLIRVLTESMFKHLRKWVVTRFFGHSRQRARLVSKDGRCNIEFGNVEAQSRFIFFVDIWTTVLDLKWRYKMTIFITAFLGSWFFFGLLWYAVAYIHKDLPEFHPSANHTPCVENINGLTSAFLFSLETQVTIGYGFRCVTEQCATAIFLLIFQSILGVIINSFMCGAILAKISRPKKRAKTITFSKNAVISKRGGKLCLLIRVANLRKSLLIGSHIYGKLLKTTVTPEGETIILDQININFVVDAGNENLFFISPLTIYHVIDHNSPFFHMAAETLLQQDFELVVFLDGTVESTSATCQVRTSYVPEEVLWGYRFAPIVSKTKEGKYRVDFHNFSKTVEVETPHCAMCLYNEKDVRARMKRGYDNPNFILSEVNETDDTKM
# PPARg SRC1 recr: PPARgamma-driven SRC-1 recruitment agonism. P37231. AID 631. PPARgamma-SRC-1 coactivator recruitment biochemical assay. actives 0.41% (n = 200,000). activation, % at 8 µM; in the data active = activation above about 19%;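 also: 0% = DMSO and 100% = reference agonist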
# PMI act hi M6P: increases human PMI activity with near-saturating mannose 6-phosphate. activation factor at 20 µM. actives 0.34% (n = 190,000). coupled PMI enzyme assay, resazurin fluorescence, 20 min; active compounds read high; 1 = untreated enzyme, 0 = substrate-free blank. P34949;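 active = activation factor of 2 or more at 20 µM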
#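 Test system: human phosphomannose isomerase with PGI, G6PDH, diaphorase coupling enzymes; Amount: PMI at 15 ng/mL final; Reagent: Mannose-6-phosphate 1.0 mM (near-saturating) plus 0.22 mM NADP+; Timing: 20 min, room temperature; Technique: resorufin fluorescence at Ex 544/Em 590 nm; Dosing: 20 µM single dose.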
# Diaphorase act: diaphorase activation or chemical reduction counter-screen. activation factor at 20 µM. AID 1229. actives 0.005% (n = 190,000). Diaphorase/resazurin coupled assay, resorufin fluorescence, 16 min; active compounds read high; 1 = vehicle wells, 0 = NADH-free wells;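 active = diaphorase activity raised at least twofold by the compound at 20 µM; inactive = activation factor below 2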
#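 Measured by – red resorufin fluorescence at 544/590 nm excitation/emission · Test system – Clostridium kluyveri diaphorase, purified enzyme · Incubation – reaction time 16 min, room temperature · Buffer or medium – 50 mM HEPES pH 7.4 with 4.542 mM MgCl2, 0.005% Tween 20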
# SRC2 TRFRET art: flags TR-FRET format artefacts in PPARgamma SRC-2 recruitment agonist screen | TR-FRET ratio at 8 µM | TR-FRET artefact counter-screen; active compounds read high | actives 0.4% (n = 200,000); in the data active = TR-FRET ratio above about 2000; also: inactives centre near 1500; reference of the scale not given here
# S1P3 antag: antagonists of human S1P3 receptor. Q99500. CHO S1P3 NFAT-BLA reporter, FRET fluorescence, antagonist mode. inhibition, % at 4.98 µM. actives 0.27% (n = 170,000);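 active = inhibition above the plate cutoff, the mean inhibition of test wells on that plate plus 3 SD, cut at about 28% in these data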;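 also: cells challenged with S1P at its EC80 of 0.8 µM; blue over green emission ratio from cleaved BLA substrate after 4 h stimulation; 0% = S1P-stimulated wells and 100% = unstimulated DMSO-only wells; some compounds past the cut are filed as inactive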
# G6PDH counter: counter-screen for G6PDH assay hits: L. mesenteroides G6PDH inhibition | inhibition, % at 5 µM | actives 0.12% (n = 200,000) | Purified L. mesenteroides G6PDH, diaphorase/resazurin coupled fluorescence, 45 min; in the data active = inhibition above about 50%
# PMI activator: phosphomannose isomerase (human) activation; activation factor at 20 µM; actives 0.005% (n = 190,000); purified human PMI, coupled resazurin fluorescence, 20 min; active compounds read high; 1 = vehicle control, 0 substrate-free wells; AID 1214;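 active = activation factor of 2 or more at 20 µM, relative to plate controls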
# Diaph inh CS: diaphorase inhibition or chemical oxidation counter-screen. inhibition, % at 20 µM. actives 0.69% (n = 190,000). AID 1217. diaphorase resazurin-to-resorufin fluorescence, NADH, 16 min; bacterial (C. kluyveri) enzyme, not human;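 active = primary screen inhibition at 20 µM above a set limit, cut at about 50% in these data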;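 also: plate controls were DMSO with full reaction for no effect and wells lacking NADH for full effect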
#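 Test system: diaphorase enzyme from Clostridium kluyveri; amount: diaphorase at 0.14 U/mL in enzyme working solution; detection: fluorescence of resorufin formed from resazurin, Ex 544/Em 590 nm; times: reaction incubation of 16 min at room temperature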
# PPARg SRC-2 ag: PPARgamma-driven SRC-2 recruitment agonism | P37231 | PPARgamma LBD-SRC-2 recruitment, biochemical | activation, % at 8 µM | actives 0.34% (n = 200,000) | AID 1032; in the data active = activation above about 22%;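 also: 0% = vehicle and 100% = reference agonist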
# * = called active by the depositor; / = no result given.
# Every second line gives: PPARg SRC-3 ag, ROMK mod, PPARg SRC1 recr, PMI act hi M6P, Diaphorase act, SRC2 TRFRET art, S1P3 antag, G6PDH counter, PMI activator, Diaph inh CS, PPARg SRC-2 ag
- O=C(CCC1CCCCC1)Nc1c2c(nn1-c1ccc(F)cc1)CS(=O)C2 (centres undefined)
  2, 0.31, -2, 1, 1, 1392, 9, 13, 0.9, 4, -4
- O=C1c2ccccc2C(=O)N1Cc1nc(-c2ccccn2)no1
  -6, /, -5, 1.1, 1, 1618, 27, 1, 1, 3, -2
- Cc1cccc(-n2nc(C)c3c(C(=O)O)cc(-c4cccs4)nc32)c1
  0, 0.3, 6, 1, 0.5, 1687, -16, 5, 1, 52*, -2
- Cc1cccc(C)c1NC(=O)CN1C(=O)S/C(=C\c2cccn2C)C1=O
  7, /, 10, 0.9, 0.9, 1588, /, 10, 0.9, 5, 0
- c1ccc2nc(N3CCCC3)c(N3CCCC3)nc2c1
  4, -0.61, 4, 1, 0.9, 1583, -11, 2, 0.9, 6, 3
- CCCCC(=O)Nc1ccc(C(=O)Nc2ccc(S(=O)(=O)N3CCCC3)cc2)cc1
  7, /, 0, 0.9, 1, 1604, 11, 2, 0.9, 0, 7
- Cc1ccc(NC(=O)CN(C)c2ccc(S(=O)(=O)N3CCN(C)CC3)cn2)cc1
  4, /, 7, 1, 1, 1557, -21, 7, 1, 2, 12
- Cn1c(=O)[nH]c(Nc2ccccc2)c([N+](=O)[O-])c1=O
  -3, 0.058, -4, 1.1, 0.9, 1587, -9, -4, 1.1, 6, 5
- Cc1cccc(OCC(=O)NCc2cc(C)nc3ccccc23)c1
  4, -1.9, 2, 1, 0.9, 1584, -1, 6, 1.1, 8, -3
- C=CCSC1=N/C(=C\c2ccc3c(c2)OCO3)C(=O)S1
  -8, 0.12, 8, 0.9, 0.9, 1723, 6, 10, 1, 6, 13
- O=C(NCc1ccccc1)c1nc2ccccc2s1
  4, 0.63, 10, 1, 1, 1648, -15, 0, 1, 3, 8
- O=C(O)CSc1nnc(-c2cccc(S(=O)(=O)N3CCCCC3)c2)o1
  -3, -0.015, 5, 1.1, 1.1, 1414, -1, 14, 1.2, -10, 2
- CCN1C(=O)CC(N2CCC(C(=O)N3CCCCCC3)CC2)C1=O (centres undefined)
  -1, 1.3, -7, 0.8, 0.9, 1534, 7, 8, 0.9, 7, 0
- COc1ccc(CN2CCn3ncc(C(=O)Nc4cc(C)cc(C)c4)c3C2=O)cc1
  -6, /, -1, 0.9, 0.8, 1322, /, 7, 0.9, 20, 2
- Cc1cc(C(C#N)c2cccc(Cl)c2)n2ncnc2n1 (centres undefined)
  -4, /, 7, 1, 0.9, 1674, /, 0, 1, 10, 9
- COc1cc(O)c2c(c1)COC2=O
  -4, /, -8, 0.8, 0.8, 1572, 3, 0, 0.9, 16, -4
- O=C(NCCc1ccccc1)c1cc2ncc(Br)cn2n1
  4, /, 12, 1, 0.9, 1360, -15, 1, 1, 8, 2
- CCOc1ccccc1NC(=O)COC(=O)CC(NC(N)=O)c1ccc(Cl)cc1 (centres undefined)
  -7, 0.33, -3, 1, 0.9, 1585, -11, 4, 1, 14, -16
- O=C(c1cc(Cl)nc2ccccc12)N1CCc2ccccc2C1
  1, 0.41, 9, 0.8, 0.9, 1605, 10, 1, 1, 12, 10
- Cc1cc(C)c(NC(=O)c2ccc(S(=O)(=O)N3CCOCC3)cc2)c(C)c1
  2, /, 5, 1, 0.9, 1691, 2, -16, 0.9, 7, 6
- O=c1c2nnn(-c3ccc(Br)cc3)c2ncn1Cc1ccccn1
  1, 0.33, 9, 1, 0.9, 1593, -34, -5, 1.1, 5, 11
- CSc1ccc(CCNC(=O)C2CCN(c3nnc(-n4cccc4)s3)CC2)cc1
  -6, /, 4, 1, 1, 1531, /, 2, 1, 2, 11
- CNC(=O)NC(=O)COC(=O)CCc1nc(=O)c2ccccc2n1C
  5, -0.046, 2, 1.1, 0.9, 1604, 10, 11, 1.1, 13, 4
- CCNC(=O)COc1ccc(/C=N/NC(=O)c2cccnc2)cc1OC
  1, -0.34, 1, 0.9, 1, 1873, -3, 1, 1, 1, 4
- COc1ccc(NC(=O)C2CC2)cc1-n1cnnn1
  -2, /, 1, 1, 0.9, 1507, 2, 0, 1, 9, 5
- COC(=O)C1CCN(C(=O)c2ccccc2Oc2ccccc2)CC1
  4, -0.23, 12, 0.9, 0.8, 1584, -6, 7, 0.9, 15, 6
- O=C(NC1CCCC1)C1CCCN1C(=O)Nc1ccccc1 (centres undefined)
  0, /, 3, 1, 0.9, 1454, 10, 2, 1, 11, 0
- COc1ccc(NC(=S)NN(C)C(=S)Nc2ccc(OC)cc2)cc1
  7, 0.54, 9, 1, 0.8, 1593, 13, -9, 0.9, 16, 2
- Cc1nc(C)c(/C(O)=C/c2nc3ccccc3oc2=O)s1
  1, 0.59, 4, 1, 0.9, 1765, -17, -9, 1.1, 14, 14
- COc1ccc(-c2nnc3ccc(SCC(=O)N4CCCCC4)nn23)cc1OC
  2, /, 0, 0.9, 0.7, 1490, 1, -31, 0.9, 32, 3
- O=CNn1cnc2c(oc3nc(-c4ccccc4)cc(-c4ccco4)c32)c1=O
  -1, -0.91, -4, 1, 0.8, 1451, 0, -5, 1.2, 18, 0
- CC(=O)c1ccc(C(=O)Nc2ccc(N3CCOCC3)cc2)cc1
  9, 0.35, 4, 1, 1, 1610, 26, 2, 1.1, -3, 9
- O=C(CCc1ccccc1)NC(=S)Nc1ccc(S(=O)(=O)N2CCOCC2)cc1
  0, -0.67, -5, 1, 0.8, 1540, 9, 14, 1, 25, 4
- CCOC(=O)c1sc(C(=O)OCC)c(OCCO)c1OCCO
  -2, 0.075, 7, 1, 0.9, 1408, -34, 2, 1.1, 7, 8
- CCN1CCN(C(=O)Nc2ccccc2OC)CC1
  2, /, 1, 0.8, 0.8, 1650, /, 12, 0.9, 16, 2
- O=C(C1Cc2ccccc2CN1S(=O)(=O)c1ccc(F)cc1)N1CCCCC1 (centres undefined)
  3, /, 0, 0.9, 0.9, 1641, 0, -2, 0.9, 12, 4
- CSc1ccccc1NC(=O)COc1ccc(Cl)cc1Cl
  1, /, 3, 0.8, 0.8, 1548, 2, -28, 0.8, 25, -5
- CC(C)(C)SCCNC(=O)COc1ccc(Cl)cc1
  2, /, -3, 1, 0.9, 1395, -8, -16, 1, 7, -6
- CCN(CC)S(=O)(=O)c1ccc(C)c(NC(=O)Cn2c(=O)cnc3ccccc32)c1
  -1, /, 9, 1.1, 1.1, 1642, 2, 13, 1.1, -7, 1
- O=C(CN1CCN(S(=O)(=O)c2ccc(Br)cc2)CC1)Nc1ccc2c(c1)OCO2
  -1, /, -1, 0.9, 0.8, 1294, -2, -3, 1, 17, -6
- CCOC(=O)c1c(NC(=O)COc2cccc3c2CCN(CC)C3=O)sc2c1CCC2
  2, /, 6, 1.1, 0.9, 1707, 0, 1, 1.1, 9, -2
- CCC(C)Nc1nc(-c2cccc(OC)c2O)nc2ccccc12 (centres undefined)
  9, 0.18, 2, 1, 0.8, 1427, /, 10, 1, 18, 8
- COc1ccc(C(=O)Nc2ccccc2N2CCOCC2)cc1Br
  4, -0.95, 1, /, /, 1422, /, /, /, /, -1
- O=C(CSc1nnc(-c2ccncc2)o1)NC1CCCCC1
  1, /, -4, 1, 0.8, 1562, -9, 10, 1, 18, -2
- Cc1ccc(-c2csc(/C(C#N)=C(\O)CN3CCN(C(=O)c4ccco4)CC3)n2)cc1
  -4, /, 9, 1.5, 0.7, 1689, -40, 0, 1, 25, -1
- Cc1ccc(Cc2cnc(NC(=O)C3=NCCN3)s2)cc1
  3, 2.7, 3, 0.9, 0.9, 1604, -4, 4, 0.9, 7, 9
- Cc1nc2sc3c(c2c(=O)n1NC(=O)CCBr)CCCC3
  2, -1.4, -4, 1, 0.8, 1770, -7, 22, 1, 23, 4
- O=C(c1cccc(Cl)c1)N1CCN(c2ccccn2)CC1
  -1, 0.64, 5, 0.9, 0.9, 1680, 0, 10, 0.9, 10, 8
- O=C(CSc1n[nH]c(-c2cccs2)n1)N1CCN(S(=O)(=O)c2ccc3ccccc3c2)CC1
  2, -1.5, -4, 1, 0.8, 1613, /, -4, 1, 17, 9
- Cc1cccc(C(=O)N2CCC(=O)N(C(COCc3cccc(Cl)c3)Cc3ccccc3)CC2)c1 (centres undefined)
  0, -3.7*, -4, 1, 0.8, 1412, -2, 8, 1, 18, 2
- CCC(Sc1nc2c(cnn2-c2ccccc2)c(=O)[nH]1)C(=O)OC (centres undefined)
  -13, /, -2, 0.9, 0.7, 1403, -2, 10, 0.9, 28, -6
- O=C(COC(=O)c1ccccc1Nc1ccccc1)NCc1ccco1
  2, 0.04, 3, 1, 1, 1423, 13, 5, 1, -1, 1
- C=CCn1c(SCC(=O)NCCOC)nc2scc(-c3ccco3)c2c1=O
  7, 0.22, 13, 1, 0.8, 1690, -18, -6, 1.1, 23, 8
- O=C1N=C(N2CCCCC2)SC1=C1CCCCC1
  -10, -0.63, -2, 0.9, 0.8, 1484, /, 3, 0.8, 21, -2
- CCc1ccccc1NS(=O)(=O)c1ccc2[nH]cc(C(=O)NCc3ccco3)c(=O)c2c1
  7, -0.081, 6, /, /, 1599, 7, /, /, /, -3
- COC(=O)c1cc(C(=O)OCC(=O)N2c3ccccc3NC(=O)C2(C)C)cc([N+](=O)[O-])c1
  1, /, 1, 1, 0.8, 1482, -22, -17, 1, 16, 7
- COCCCNc1oc(-c2ccccc2OC)nc1C#N
  7, 0.18, 0, 1.1, 1.1, 1499, -13, 24, 1.1, -10, -2
- COCCn1c(SCC(=O)NCc2ccco2)nnc1C(C)C
  -5, -1.2, 4, 0.8, 0.9, 1592, /, 8, 0.9, 13, 8
- Cn1cnnc1SCc1ccc(C(=O)NN)cc1
  2, -0.095, 4, 1.1, 1, 1712, -2, 6, 1.2, 4, 4
- O=C(COc1cccc(NC(=O)c2ccco2)c1)c1ccc(F)cc1
  3, /, -6, 0.9, 0.9, 1556, -2, -38, 0.9, 14, -1
- Cc1ccc(C(=O)COC(=O)CNC(=O)CN2C(=O)c3ccccc3C2=O)cc1
  -2, 0.56, -5, 1.1, 1.1, 1497, -12, -9, 0.9, -5, -4

# Entries of single compounds as entered above.
# COc1cc(O)c2c(c1)COC2=O as listed: PPARg SRC-3 ag = -4; ROMK mod = /; PPARg SRC1 recr = -8; PMI act hi M6P = 0.8; Diaphorase act = 0.8; SRC2 TRFRET art = 1572; S1P3 antag = 3; G6PDH counter = 0; PMI activator = 0.9; Diaph inh CS = 16; PPARg SRC-2 ag = -4
# C=CCSC1=N/C(=C\c2ccc3c(c2)OCO3)C(=O)S1 as listed: PPARg SRC-3 ag = -8; ROMK mod = 0.12; PPARg SRC1 recr = 8; PMI act hi M6P = 0.9; Diaphorase act = 0.9; SRC2 TRFRET art = 1723; S1P3 antag = 6; G6PDH counter = 10; PMI activator = 1; Diaph inh CS = 6; PPARg SRC-2 ag = 13
